Source: PubChem
GPR55 antagonists: inhibition of LPI-stimulated GPR55 beta-arrestin translocation – imaging, U2OS, beta-arrestin-GFP, LPI agonist, primary screen (AID 2013) | U2OS GPR55 beta-arrestin-GFP translocation imaging, LPI antagonism; higher % means a stronger effect | one-dose inhibition, % at 10 µM; IC50 in µM for titrated hits | actives 0.13% (n = 290,000);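 active = spots per cell inhibited over 60%, with over 100 cells counted and total cytoplasm intensity under 500,000; inconclusive = wells with under 100 cells, flagged as likely toxic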;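 note: U2OS cells stably carrying GPR55 and arrestin-GFP stimulated by 5 µM LPI near EC80; imaged beta-arrestin-GFP aggregate spots per cell after agonist stimulation; plate controls were LPI-stimulated DMSO wells for no effect and DMSO wells without LPI for full effect; some results filed as inactive read as strong as hits; confirmed hits need IC50 under 10 µM and bright autofluorescent wells are also inconclusive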
KOR beta-arrestin-1: KOR agonists, beta-arrestin recruitment, primary screen, cell-based, luminescence, uHTS (AID 1777); KOR beta-arrestin recruitment, luminescence; higher % means a stronger effect; activation, % at 10 µM; hits with a dose series show EC50 in µM; actives 0.02% (n = 280,000); in the data active = activation above about 50%, passing the limit was not always enough; note: a part of the inactive calls stands beside numbers as strong as those of hits
Rac1 GTP hydrolysis: MgcRacGAP GTPase-activating activity inhibitors, confirmation, biochemical, ADP Hunter fluorescence; MgcRacGAP-stimulated Rac1 GTP hydrolysis, ADP Hunter fluorescence; higher % means a stronger effect; GST-tagged Rac1 F28L mutant substrate; inhibition, % at 30 µM, or IC50 in µM where a hit was titrated; actives 0.6% (n = 340,000);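 active = first-screen hits whose inhibition reached a set limit at any dose in the follow-up dose series; inconclusive = inhibition above the set first-screen limit but never retested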;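 note: fluorescence reports GDP produced by GAP-driven GTP hydrolysis; strong numbers were not always called active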
HIV fusion peptide: cell-free HIV fusion peptide-binding blockers – biochemical, uHTS, fluorescence dequenching, primary screen (AID 1986) | cell-free peptide binding, fluorescence dequenching, 30 min; higher % means a stronger effect | inhibition, % at 20 µM, or IC50 in µM where a hit was titrated | actives 0.3% (n = 290,000); in the data active = inhibition mostly above about 52%, no sharp cut-off; inactive = mostly below about 76%; note: some results filed as inactive read as strong as hits
NOD2 inhibition: inhibition of NOD2-driven NF-kB reporter – cell-based, luminescence, uHTS, HEK293 (AID 1566). HEK293 NOD2/NF-kB luciferase reporter, luminescence; higher % means a stronger effect. one-dose inhibition, % at 4 µM; EC50 in µM for titrated hits. actives 0.63% (n = 290,000); note: many of its hits are not listed in these tables
NOD1 inhibition: inhibition of NOD1-driven NF-kB reporter – cell-based, luminescence, uHTS, primary screen (AID 1578). NOD1-driven NF-kB luciferase reporter cells, luminescence; higher % means a stronger effect. inhibition, % at 4 µM; hits with a dose series show EC50 in µM. actives 1% (n = 290,000); in the data active = inhibition mostly above about 36%, no sharp cut-off; inactive = mostly below about 34%;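 note: HEK-293T reporter cells stimulated with the NOD1 agonist gamma-tri-DAP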
SV40 large T antigen: TAg ATPase/helicase activity blockers – biochemical (AID 1903); SV40 large T antigen ATPase/helicase inhibition assay; higher % means a stronger effect; inhibition, % at 20 µM; hits with a dose series show IC50 in µM; actives 0.39% (n = 310,000); in the data active = a potency from the dose series; inconclusive = inhibition mostly from about 32% at the one dose, without a potency; inactive = the rest, 99 in 100 with inhibition below about 32%; note: strong numbers were not always called active
GPR55 activation: GPR55 agonists via beta-arrestin recruitment, primary screen, imaging, U2OS cells, beta-arrestin-GFP redistribution (AID 1961); U2OS GPR55 beta-arrestin-GFP redistribution imaging; higher % means a stronger effect; one-dose activation, % at 10 µM; EC50 in µM for titrated hits; actives 0.048% (n = 290,000);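 active = activation above 40% with more than 50 cells counted in the well; inconclusive = wells holding fewer than 50 cells, flagged as toxic or sparse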;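 note: U2OS osteosarcoma cells stably expressing GPR55 and beta-arrestin-GFP; plate controls were DMSO negative control for no effect and LPI positive control for full effect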
KOR beta-arrestin-2: KOR antagonists, beta-arrestin recruitment, cell-based, luminescence, uHTS (AID 1778); actives 0.091% (n = 290,000); inhibition, % at 10 µM, or IC50 in µM where a hit was titrated; KOR beta-arrestin recruitment, luminescence, antagonist mode; higher % means a stronger effect; note: strong numbers were not always called active
An asterisk follows results filed as active; ? = inconclusive; · = not tested or not shown; [ ] = another dose, or the depositor's remark. Cut-off read from the data, not from the text of the source, unless noted: active = inhibition above about 50%; inactive = the rest. Only part of the results is shown. The share of hits here may be higher or lower than overall.

Molecule,GPR55 antagonists,KOR beta-arrestin-1,Rac1 GTP hydrolysis,HIV fusion peptide,NOD2 inhibition,NOD1 inhibition,SV40 large T antigen,GPR55 activation,KOR beta-arrestin-2
COc1cccc(CC(=O)Nc2cccc3ccccc23)c1,-7%,4.7%,7%,2.8%,-1%,-12%,8%,-0.2%,-15%
COc1ccc(NC2CCCN(C(=O)c3ccc(OC)o3)C2)cc1 (stereo not drawn),-6%,3.1%,?,0.8%,-2%,-6%,17µM*,0.3%,-31%
COc1ccc(CNC(=O)N[C@H](C(=O)O)C(C)C)cc1OC,-6%,5.7%,10%,0.2%,-1%,8%,15%,0.0%,-5%
O=C(NC1CCCc2ccccc21)c1ccc(Cl)nc1 (stereo not drawn),10%,5.4%,8%,2.5%,3%,7%,20%,-0.2%,-20%
CCOc1ccc(CCNC(=O)c2nccnc2C(=O)O)cc1OCC,3%,-1.3%,12%,-1.8%,7%,-6%,8%,0.5%,10%
O=S(=O)(Nc1ccc(N2CCCCC2)cc1)c1cccs1,-10%,-0.2%,26%,0.8%,-2%,-2%,37%,0.3%,-32%
Cc1ccc(-n2nnnc2Sc2nc([N+](=O)[O-])nn2C)cc1C,14%,-3.9%,18%,-1.3%,4%,·,11%,-0.1%,23%
OC1CCC(NC(=S)Nc2ccc(SC(F)F)cc2)CC1 (stereo not drawn),10%,4.3%,4%,-0.6%,-29%,-39%,9%,-0.4%,-13%
CCOc1ccc(CNC(=O)Cn2ccc3cc(S(=O)(=O)N4CCCCCC4)ccc32)cc1,-6%,-6.1%,10%,-1.0%,16%,8%,-14%,-0.2%,8%
O=C(NCc1ccncc1)C(=O)NCc1ccncc1,-7%,1.2%,7%,0.4%,1%,-22%,5%,-0.6%,-24%
CC(=O)c1cc2c(cc1NC(=O)c1ccco1)OCCO2,3%,-3.4%,15%,-1.0%,-7%,-43%,-9%,-0.1%,5%[20 µM]
CCCOc1ccc(N2C(=O)CC(SCCc3nc4ccccc4[nH]3)C2=O)cc1 (stereo not drawn),8%,·,4%,0.8%,16%,-18%,18%,-0.1%,-4%[20 µM]
Cc1ncoc1C(=O)N1CCCC(C(=O)c2ccc(Oc3ccccc3)cc2)C1 (stereo not drawn),9%,-5.9%,10%,-1.0%,21%,40%,3%,-0.3%,-2%
CCOc1ccc(NC(=S)N2CCC(c3ccc(C)cc3)C2)cc1 (stereo not drawn),-5%,-0.1%,10%,-0.7%,7%,-9%,4%,-0.2%,-15%
CCN1CCN(C(=O)NC2CC(=O)N(c3ccc(OC)cc3)C2)CC1 (stereo not drawn),8%,-2.2%,8%,3.1%,17%,-16%,25%,-0.7%,-3%
O=C(c1ccccn1)N(Cc1ccco1)C1(C(=O)NC2CCCC2)CCCCC1,-23%,15µM*,2%,1.2%,-28%,15%,3%,-0.1%,-2%
COc1ccc2[nH]c3c(=O)n(/N=C/[C@H]4C(C)C=C(C)CC4C)c(=O)[nH]c3c2c1 (stereo partly drawn),8%,6.7%,7%,-2.8%,9%,21%,-9%,0.1%,12%
Cc1cc(C)c(C(=O)N2CCCC(CNC(=O)C3(c4ccc(Cl)cc4)CC3)C2)c(=O)[nH]1 (stereo not drawn),-4%,-1.3%,6%,0.3%,-16%,-22%,-7%,0.1%,14%
CCCOc1ccc(/C=N\NC(=O)CCc2n[nH]c(=O)[nH]c2=O)cc1OC,-4%,-4.2%,-2%,-1.1%,9%,-38%,-2%,-0.5%,3%
CCC(C(=O)N1CCCC1)n1nc(C)c2c(C)n(-c3ccccc3)nc2c1=O (stereo not drawn),6%,-3.2%,-15%,-1.2%,10%,-5%,8%,-0.1%,-9%
O=C(Nc1nc(-c2ccccc2Cl)cs1)c1cccnc1,-3%,0.6%,7%,10%,17%,28%,3%,0.2%,-11%
Cc1noc(C)c1C(=O)NNc1cc(Cl)ccc1Cl,-4%,4.7%,7%,-1.8%,-32%,-12%,21%,-0.1%,22%
C[N+](C)(C)CCNC(=O)c1cc[n+](Cc2ccccc2)c(/C=N/O)c1,-3%,-4.9%,11%,-0.1%,-2%,-19%,13%,-0.2%,-10%
COc1ccc(C(=O)N2CCCC(CCC(=O)NCc3ccc(F)c(F)c3)C2)cc1F (stereo not drawn),15%,-1.6%,5%,0.9%,9%,-20%,4%,-0.1%,-5%[20 µM]
CC(=O)Oc1ccc(N2C(=O)C3C4C=CC(CO)(O4)C3C2=O)cc1 (stereo not drawn),-7%,28%,4%,-0.4%,-11%,-9%,12%,0.3%,34%
CC(NC(=O)CCNS(=O)(=O)c1ccc2c(c1)oc(=O)n2C)c1ccccc1 (stereo not drawn),10%,-9.4%,-3%,-1.1%,8%,-10%,15%,-0.1%,-15%
S=C(NCc1ccncc1)Nc1ccc(Br)cc1Cl,13%,5.0%,7%,0.8%,18%,8%,24%,-0.1%,-24%
Cc1cc(Br)ccc1NC(=O)c1ccco1,-15%,-6.4%,1%,-1.1%,-1%,-25%,7%,-0.1%,12%[20 µM]
Cc1ccc(C(=O)NCCc2ccc(S(N)(=O)=O)cc2)cc1[N+](=O)[O-],4%,3.8%,7%,2.2%,-6%,-31%,-19%,1.3%,-2%
COc1ccc(NC(C)=O)cc1NC(=O)c1cccc(C(F)(F)F)c1,-1%,1.8%,9%,-1.0%,11%,-26%,8%,0.4%,1%
O=C(/C=C/c1ccc(Cl)cc1)N(Cc1ccccc1)c1ccccn1,-12%,-5.5%,13%,-1.1%,0%,-26%,-4%,-0.1%,13%[20 µM]
COc1cccc(CN2CCNC(=O)C2CC(=O)NCCc2cccc(C)n2)c1OC (stereo not drawn),8%,·,3%,2.5%,10%,-45%,4%,0.2%,-33%[20 µM]
CN(Cc1ccccc1)S(=O)(=O)c1ccc(Cl)nc1,10%,-1.9%,12%,-2.5%,2%,0%,15%,0.0%,-18%
Cc1cccc(NC(=O)C2CCN(S(=O)(=O)c3cccc4nsnc34)CC2)n1,12%,1.1%,11%,1.1%,3%,0%,5%,0.1%,-28%
Cc1ccc(C(=O)NCC(=O)Nc2ccccc2C(F)(F)F)cc1,2%,1.1%,1%,2.4%,-10%,-16%,-4%,-0.1%,20%
CC(=O)Nc1cccc(C(=O)/C=C/c2ccc(N(C)C)cc2)c1,9%,1.3%,4%,151%,-7%,-28%,6%,0.0%,-25%
CC1(CCc2ccccc2)NC(=O)N(CC(=O)N2CC(=O)Nc3ccccc32)C1=O (stereo not drawn),14%,0.0%,13%,-2.7%,-30%,10%,5%,-0.2%,-3%
CC(C)=CCc1c(O)c(CC=C(C)C)c2occ(-c3ccc(O)cc3)c(=O)c2c1O,-2%,2.0%,-6%,11%,25%,7%,4%,0.0%,4%
COc1ccc(C(C)=O)cc1CC(=O)NC1CCCCCC1,16%,0.8%,4%,-1.3%,0%,-22%,9%,0.0%,-24%
CC1=CC(=Nc2c(C)n(C)n(-c3ccccc3)c2=O)C=C(C)C1=O,4%,-1.6%,-4%,-2.5%,25%,-26%,3%,-0.3%,31%
O=C(COC(=O)C(O)c1ccccc1)NC12CC3CC(CC(C3)C1)C2 (stereo not drawn),6%,-0.7%,13%,-0.7%,-8%,-11%,18%,-0.1%,9%
CCc1cccc(C)c1N=Cc1c(O)c2ccccc2oc1=O,-25%,-6.0%,6%,0.4%,9%,-33%,8%,-0.2%,-4%[20 µM]
COc1ccc(NC(=O)C2CC(=O)N/C(=N/N=C/c3ccccc3)S2)cc1 (stereo not drawn),-3%,3.0%,6%,0.8%,5%,-6%,16%,0.5%,-12%
CC(C)(C)c1ccc(NC(=O)Nc2ccc(OCC(=O)N3CCOCC3)cc2)cc1,7%,-1.5%,6%,-2.2%,-101%,-38%,6%,0.1%,4%
CC(C)C(=O)NC(C)C(c1cccs1)N1CCOCC1 (stereo not drawn),-2%,-1.5%,-7%,-0.9%,-1%,-13%,3%,0.3%,-31%
Cc1cc(C)nc(/N=C(\N)Nc2ccc(S(=O)(=O)Nc3nccc(C)n3)cc2)n1,11%,·,0%,0.1%,2%,-18%,9%,0.2%,-31%[20 µM]
COc1ccc([N+](=O)[O-])cc1NC(=O)CSc1nc(C)cc(C)n1,1%,-2.9%,10%,3.1%,-1%,11%,2%,-0.1%,2%
CCC(C)(C)NC(=O)CSc1nc(Cc2ccccc2)nc2ccccc12,12%,-2.3%,1%,1.8%,16%,-27%,7%,-0.1%,-44%[20 µM]
COc1ccc(N2CCN(C(=O)CSc3nnc(-c4ccc5[nH]c(C)c(C)c5c4)o3)CC2)cc1,-3%,1.3%,6%,-1.8%,-3%,-45%,0%,-0.2%,-31%
Cc1ccc(NC(=O)N2CCCC2C(=O)Nc2nnc(C(C)C)s2)cc1 (stereo not drawn),6%,6.6%,5%,1.0%,17%,-22%,7%,0.0%,-27%
Cc1ccc(S(=O)(=O)N(C)CC(=O)OCC(=O)Nc2ccccc2)cc1,-3%,1.9%,3%,1.2%,-3%,-15%,2%,-0.1%,-2%
CCCNC(=O)c1ccc2c(c1)CCN2S(C)(=O)=O,-4%,0.5%,2%,-0.2%,14%,-29%,10%,0.1%,-13%
Cc1ccccc1NC(=O)CSc1nc2cc3c(cc2cc1C)CCC3,12%,2.3%,4%,0.9%,-20%,-13%,1%,0.5%,-134%
C=CCNc1nc(N2CCOCC2)c(C#N)c2c1CN(C)CC2,8%,14%,3%,0.5%,8%,10%,5%,-0.2%,17%

2 entries drawn at random from the list so far:
Molecule,GPR55 antagonists,KOR beta-arrestin-1,Rac1 GTP hydrolysis,HIV fusion peptide,NOD2 inhibition,NOD1 inhibition,SV40 large T antigen,GPR55 activation,KOR beta-arrestin-2
COc1ccc(N2CCN(C(=O)CSc3nnc(-c4ccc5[nH]c(C)c(C)c5c4)o3)CC2)cc1,-3%,1.3%,6%,-1.8%,-3%,-45%,0%,-0.2%,-31%
Cc1cc(C)nc(/N=C(\N)Nc2ccc(S(=O)(=O)Nc3nccc(C)n3)cc2)n1,11%,·,0%,0.1%,2%,-18%,9%,0.2%,-31%[20 µM]
